Assay outcomes: PubChem, Johns Hopkins Ion Channel Center
KCNQ2 block = KCNQ2 channel blockers in CHO-K1 cells – cell-based, FluxOR thallium flux, B-score, primary screen (AID 2156) | O88943 | 20 min; active compounds read low | B-score at 10 µM | hit rate 1.1% among 310,000;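 active = fluorescence ratio B-score at most minus 3 library SDs, with starting brightness B-score within 2 library SDs, cut at about -5.5 in these data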
Kir21 block = blocks the mouse Kir2.1 inward-rectifier potassium channel; P35561; HEK293-Kir2.1, FluxOR thallium flux fluorescence; active compounds read low; B-score at 10 µM; hit rate 0.85% among 310,000; AID 1672;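 active = fluorescence ratio B-score at or below minus 3 SD of library scores, with starting-brightness B-score within 2 SD, cut at about -4.2 in these data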;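 note: channel flux triggered by added potassium and thallium sulfate stimulus; B-score of peak minus minimum fluorescence over baseline after thallium stimulus; more negative B-score means stronger Kir2.1 block with less thallium influx; some compounds called inactive have numbers as strong as hits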
Target sequence (P35561 whole entry, looked up): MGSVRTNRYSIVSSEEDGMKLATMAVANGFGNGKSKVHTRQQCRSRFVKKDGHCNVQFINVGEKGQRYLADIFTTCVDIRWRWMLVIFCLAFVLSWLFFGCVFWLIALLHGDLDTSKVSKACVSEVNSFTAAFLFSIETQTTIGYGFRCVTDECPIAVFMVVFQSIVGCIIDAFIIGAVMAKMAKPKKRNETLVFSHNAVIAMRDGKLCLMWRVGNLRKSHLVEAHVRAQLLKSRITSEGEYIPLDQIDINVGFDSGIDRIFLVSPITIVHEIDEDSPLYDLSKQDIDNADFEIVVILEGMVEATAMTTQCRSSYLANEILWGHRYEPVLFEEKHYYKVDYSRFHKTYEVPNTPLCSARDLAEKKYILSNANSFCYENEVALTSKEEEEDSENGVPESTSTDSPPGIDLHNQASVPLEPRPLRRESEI
* marks the source's active call; other numbers are inactive results; i = inactive; & = joins results of further samples.

Fields – KCNQ2 block	Kir21 block
> Cc1c(Cl)cccc1NC(=O)N1CCN(C(=O)c2ccco2)CC1
    i	0.18
> CNC(=O)c1cc(Cl)c(OC)c(OC)c1
    i	0.39
> CCn1cc(C(=O)N2CCCC2)c(=O)c2cc(S(=O)(=O)N3CCC(C)CC3)ccc21
    i	-0.88
> CSc1ccc(Cl)c(C(=O)NCc2ccco2)c1
    i	1.68
> COc1ccc(OC)c(/C=N/NC(=O)c2[nH]ncc2Br)c1
    i	-0.36
> O=C(Cn1cnc2ccccc2c1=O)Nc1nc2ccccc2s1
    i	-0.19
> N#CC1=C(S)N(c2ccccc2)C(c2cccs2)NC1=O (stereo not drawn)
    i	1.16
> COc1cc(-c2nnc3sc(Cc4ccccc4)nn23)cc(OC)c1OC
    i	1.56
> Cc1ccc(-n2nnc3c(=O)n(CC(=O)NCc4ccccc4)cnc32)cc1
    i	1.89
> O=C1/C(=C/c2ccco2)CCC1C1CCCC1 (stereo not drawn)
    i	-1.27
> CC1CCN(CCCCOc2ccc([N+](=O)[O-])cc2)CC1
    i	0.29
> COCCNC(=O)c1cc(-c2ccc3c(c2)OCO3)on1
    i	0.04
> CC(=O)N/C(=C/c1ccc(Cl)cc1)C(=O)NCCc1c[nH]c2ccccc12
    i	-0.32
> Cc1oc(=O)c(NC(=O)c2ccccc2)cc1C(=O)c1ccccc1
    i	0.02
> O=C(CN(c1ccc(Cl)cc1)S(=O)(=O)c1ccccc1)N/N=C/c1ccco1
    i	0.15
> OCCNC(=S)NC1CCCCC1
    i	-0.51
> O=C(c1ccc(F)cc1)N1CCCC(N2CCN(Cc3ccc4c(c3)OCO4)CC2)C1 (stereo not drawn)
    i	0.09
> Fc1ccc2nc(-c3ccccc3)nc(SCc3nnc(-c4ccccc4)o3)c2c1
    i	0.96
> CCOc1ccc(OCC)c(NS(=O)(=O)c2cn(C)cn2)c1
    i	0.97
> COc1ccc2oc(C(=O)OCC(=O)N(CCC#N)c3ccccc3)c(C)c2c1
    i	-1.63
> COc1ccc(NC(=O)NC(C)C2CC3CCC2C3)cc1 (stereo not drawn)
    i	1.08
> Cc1ccc(NC(=O)c2ccc(NS(=O)(=O)c3ccc4[nH]c(=O)[nH]c4c3)cc2)nc1
    i	0.57
> C/C(=N\Nc1cccc([N+](=O)[O-])c1)c1cc(F)ccc1O
    i	-1.11
> CC1(S(=O)(=O)O)CC(=O)c2ccccc2C1=O (stereo not drawn)
    i	0.91
> CCOc1ccc(NC(=O)NNC(=O)c2ccc(Cl)cc2Cl)cc1
    i	-0.16
> COc1ccccc1Nc1nc(N2CCOCC2)nc(N2CCOCC2)n1
    i	-0.6&0.54
> CCCCOc1ccc(Br)cc1CSC(=N)N
    i	-7.55*
> c1cc(CNC23CC4CC(CC(C4)C2)C3)ccn1
    i	-1.26
> COc1ccc(C(=O)NCC(=O)OCC(=O)N2CC(C)CC(C)C2)cc1 (stereo not drawn)
    i	0.8
> C=CCn1c(SCN2C(=O)c3ccccc3C2=O)nc2ccc(Cl)cc2c1=O
    i	-1.79

Compound profiles, as listed above. Order of screens: KCNQ2 block, Kir21 block
Cc1oc(=O)c(NC(=O)c2ccccc2)cc1C(=O)c1ccccc1 is entered as i, 0.02
COc1cc(-c2nnc3sc(Cc4ccccc4)nn23)cc(OC)c1OC is entered as i, 1.56
Cc1ccc(NC(=O)c2ccc(NS(=O)(=O)c3ccc4[nH]c(=O)[nH]c4c3)cc2)nc1 is entered as i, 0.57
COc1ccc(C(=O)NCC(=O)OCC(=O)N2CC(C)CC(C)C2)cc1 (stereo not drawn) is entered as i, 0.8
COc1ccccc1Nc1nc(N2CCOCC2)nc(N2CCOCC2)n1 is entered as i, -0.6&0.54

Other structures:
Fields – KCNQ2 block	Kir21 block
> Cc1ccc(NC(=O)CSCC(=O)OCc2cc(=O)oc3cc(O)ccc23)c(C)c1
    i	0.65
> CC1CCCCC1NC(=O)c1nn(C)c(=O)c2ccccc12 (stereo not drawn)
    i	0.91
> COCCOC(=O)c1c(C)nc(SCC(=O)Nc2ccc(C)cc2)c(C#N)c1-c1ccco1
    i	1.01
> COc1ccccc1NC(=O)/C(=C/c1cccc([N+](=O)[O-])c1)c1ccccc1
    -5.98*	0.38
> O=C(O)Cn1c(CC(=O)N2CCCC2)nc2ccccc21
    i	0.65
> COCCCNC(=O)CCc1nc2cccnc2n1Cc1ccccc1
    i	-0.69
> O=C(O)CC/C(=N\NC(=O)c1ccncc1)c1ccccc1
    i	0.01
> COc1cc(/C=C(\NC(C)=O)C(=O)Nc2ccccc2C)ccc1OC(C)=O
    i	-1.54
> COC(=O)c1ccc(N2Cc3ccccc3/C2=N\C(=O)Nc2ccccc2)cc1
    i	-0.26
> O=S(=O)(c1ccc2c(c1)OCCO2)N1CCC(c2nc3ccccc3s2)CC1
    i	0.88
> O=S(Cc1ccc(Cl)cc1)CC(O)COc1ccc(Cl)cc1 (stereo not drawn)
    i	0.08
> CN(C)C(=O)N1CCN(C(=O)c2ccccc2Sc2ccccc2C#N)CC1
    i	-1.23
> O=C(COc1ccc(-c2ccccc2)cc1)N1CCCC1
    i	-0.23
> COc1cc(S(=O)(=O)n2ccnc2)ccc1Br
    i	-0.8
> O=C(COc1ccc(F)cc1Br)N1CCN(S(=O)(=O)/C=C/c2ccccc2)CC1
    i	1.14
> Cc1ccc(N2C(=O)N(CC(=O)NC(c3ccccc3)c3ccccc3)C(=O)C2C)cc1 (stereo not drawn)
    -5.96*	0.99
> O=C(NCc1ccc(Cl)cc1)c1ccc(CS(=O)Cc2cccc(Cl)c2)o1 (stereo not drawn)
    i	-0.01
> CCOc1ccc(CCNC(=O)c2cccc(N3CCCC3=O)c2)cc1OCC
    i	-0.08
> CCOc1ccc(CCNC(=O)CS(=O)Cc2nc(-c3ccc(OC)c(OC)c3)oc2C)cc1OCC (stereo not drawn)
    i	0.37
> COc1cccc(OCc2nnc(-c3cccs3)o2)c1
    i	-0.47
> Cc1ccc(-n2ncc3c(=O)n(CC#N)cnc32)cc1
    i	-0.31
> COC(C(=O)Nc1c(F)cccc1F)c1ccccc1 (stereo not drawn)
    i	0.94
> CCOc1cccc(C2C(C(=O)c3ccc(C)o3)=C(O)C(=O)N2CCCn2ccnc2)c1 (stereo not drawn)
    i	-0.56
> COc1cccc(CN(Cc2cccnc2)S(=O)(=O)c2ccc(-n3cnnn3)c(C)c2)c1
    i	-1.96
> CC(=O)Nc1ccc(NC(=O)CSc2ncc(C(=O)Nc3ccccc3)c(=O)n2C)cc1
    i	-0.99
> Cc1cc2c(cc1S(=O)(=O)N1CCN(c3ccccc3)CC1)OCCN2C
    i	0.19
> O=C(COc1ccccc1[N+](=O)[O-])Nc1ccc2oc(=O)ccc2c1
    i	0.26
> CC(=O)Nc1ccc(NC(=O)C2CCN(c3ccc(C(F)(F)F)cn3)CC2)cc1
    i	0.1
> COC(=O)Cn1nc(C)c2ccccc2c1=O
    i	0.88
> Cc1cc(NC(=O)CCNS(=O)(=O)c2ccc3[nH]c(=O)oc3c2)ccc1Br
    i	2.48

Continued; the last two above are carried over.
Fields – KCNQ2 block	Kir21 block
> COC(=O)Cn1nc(C)c2ccccc2c1=O
    i	0.88
> Cc1cc(NC(=O)CCNS(=O)(=O)c2ccc3[nH]c(=O)oc3c2)ccc1Br
    i	2.48
> COc1ccc2oc(/C=C/N(C)C)c(C(=O)c3ccc(Cl)cc3)c2c1
    i	-1.04
> Cc1cccc(Cn2nnc3c2C(=O)c2ccccc2C3=O)c1
    i	0.54
> Cc1cc(C)c(S(=O)(=O)c2ccc(C(C)(C)C)cc2)c(Cl)n1
    i	0.87
> COc1ccc(N(C(=O)c2ccco2)C(C(=O)NC2CCCC2)c2ccco2)cc1OC (stereo not drawn)
    i	0.48
> O=C(Cc1ccc(Cl)cc1)N/N=C/c1cccc(O)c1
    i	-1.12
> COC(=O)c1ccccc1NC(=O)c1ccc(-c2cccc(Cl)c2)o1
    i	1.3
> CCCOc1ccc2c(=O)c(-c3cc(C(=O)OC)oc3C)c(C)oc2c1
    i	0.45
> CCCSc1nc2c(cnn2-c2ccccc2)c(=O)[nH]1
    i	-1.17
> CC1CN(CCOc2ccc(F)cc2)CC(C)O1 (stereo not drawn)
    i	0.81
> Cc1cccc(-c2nnc3sc(-c4ccccc4)nn23)c1
    i	1.07
> Cc1cccc(NC(=S)/N=C(\N)Nc2nc(C)c3cc(C)ccc3n2)c1
    i	-0.03
> CC12CCC(C(=O)Nc3cc(F)ccc3F)(CC1=O)C2(C)C (stereo not drawn)
    i	1.56
> CC1CC(C)CN(C(=O)CSc2nc(N)cc(=O)[nH]2)C1 (stereo not drawn)
    i	0.01
> CN(C)CCCNC(=O)c1ccccc1Oc1ccccc1
    i	-1.5
> O=C(c1ccc2c(c1)OCO2)C1CCCN(C(=O)c2cnn(Cc3ccccc3)c2)C1 (stereo not drawn)
    i	-0.76
> O=C(CN1CCN(C(c2ccccc2)c2ccccc2)CC1)N1CCOCC1
    i	-0.97
> Cc1ccc(S(=O)(=O)N2CCc3ccccc3C2)cc1
    i	0.12
> Cc1cc(NC(=O)CCC2CCCC2)no1
    i	-0.94
> CCOC(=O)C1CCCN(C(=O)N2CCOCC2)C1 (stereo not drawn)
    i	-0.16
> CCOc1ccccc1OCC(=O)Nc1ccc(S(=O)(=O)N(C)C)cc1
    i	0
> COc1ccc(OC)c(Nc2cc(-c3ccccc3)nc(N)n2)c1
    i	0.01
> CC(=O)c1cccc(NC(=O)CN(c2ccccc2F)S(C)(=O)=O)c1
    i	0
> O=C(CCN1C(=O)/C(=C\c2ccccc2)SC1=S)NNC(=O)c1ccccc1O
    i	-0.82
> O=C(NC1CCCCCCC1)C1CCN(S(=O)(=O)N2CCCC2)CC1
    i	1.95
> Cc1ccc(NC(=O)c2sc(N)nc2-c2ccc([N+](=O)[O-])cc2)cc1C
    i	-1.48
> COc1ccc(N2CS(=O)(=O)/C(=C/N(C)C)C2=O)cc1
    i	-0.03
> O=C1c2cccc3cccc(c23)C(=O)N1Nc1ccccc1
    i	0.04
> COc1ccc(-c2nc(CS(=O)CC(=O)NC3CCCCCC3)c(C)o2)cc1 (stereo not drawn)
    i	-0.08
> O=C(CCNC(=O)C1CCN(S(=O)(=O)c2ccc(F)cc2)CC1)NCCc1cccc(F)c1
    i	-0.11
> Cc1cc(C(=O)O/N=C(\N)c2ccc(C(C)(C)C)cc2)no1
    i	-1.37

Continued.
canonical_smiles | KCNQ2 block | Kir21 block
CCN(CC)c1ccc(N=Cc2ccc(N(CC)CC)cc2O)cc1 | i | 0.05
Cc1ccc(SCC2=NN(c3nc(C)cc(C)n3)C(=O)C2)cc1 | i | 1.21
CCc1ccc2oc(-c3cccc(N)c3)nc2c1 | i | 1.63
CCN(c1ccccc1)S(=O)(=O)c1ccc(OC)c(NC(=O)Cn2cnc3c2c(=O)n(C)c(=O)n3C)c1 | i | -0.33
CC1(C)CC(NC(=O)Cc2ccccc2)CC(C)(C)N1 | i | 2.49
O=C(NCc1ccc(F)cc1)C1CCN(S(=O)(=O)N2CCOCC2)CC1 | i | 1.26
CCC(=O)N(CCc1ccccc1)Cc1cc2cc(C)ccc2[nH]c1=O | i | -0.06
O=C(NCc1cccnc1)C(=O)NCC1OCCN1S(=O)(=O)c1cc(F)ccc1F (stereo not drawn) | i | 0.1

More entries.
canonical_smiles | KCNQ2 block | Kir21 block
Cc1cccc(CSc2nc3sc(C)c(C)c3c(=O)n2Cc2ccco2)c1 | i | 0.1
COc1ccc(N(C(=O)CCl)C(C(=O)NC2CCCCC2)c2cccnc2)cc1 (stereo not drawn) | i | 0.04
O=C1CSC(c2ccccc2)N1Cc1ccccc1 (stereo not drawn) | i | -0.86
Cc1sc2ncnc(OCC(=O)Nc3ccc4c(c3)OCCO4)c2c1C | i | -1.47
Cc1[nH]c2ccccc2c1/C=N/NC(=O)Cc1cccs1 | i | -0.78
Cc1cc(NC(=O)OC(C)C)ccc1-c1ccc(NC(=O)OC(C)C)cc1C | i | 0.35
COn1c(C)c(C(C)=O)c2c3nonc3ccc21 | i | 1.11
COc1ccccc1-n1cnc2cc(NCc3cccs3)ccc21 | i | -0.18

Going on with the list.
canonical_smiles | KCNQ2 block | Kir21 block
CCOc1ccccc1NC(=O)Nc1ccncc1 | i | -0.48
Cc1c(Cl)cccc1NC(=O)c1ccc(OCC(=O)NCc2ccccc2)cc1 | i | 0.07
COc1ccccc1NC(=O)c1cc(S(=O)(=O)NCc2ccccc2)ccc1F | i | 0.85
CC(C)(CNC(=O)Cc1ccc(Br)cc1)N1CCOCC1 | i | -0.27
O=C1CCC(=O)N1c1ccc(-c2nc3sc4c(c3c(=O)o2)CCC4)cc1 | i | 0.72
Cc1cc(CNC(=O)c2cc(COc3c(F)cccc3F)on2)nn1C | i | -0.9
CCOc1ccc(NC(=O)CSc2ncn[nH]2)cc1 | i | -1.23
CC(C)=CC1C(C(=O)NCCOc2ccccc2)C1(C)C (stereo not drawn) | i | -0.25

The results go on.
canonical_smiles | KCNQ2 block | Kir21 block
S=c1[nH]nc(CNc2ccc(Cl)cc2)n1Cc1ccccc1 | i | 0.95
CC(=O)Oc1ccc(NC(=O)CSc2ccccc2)cc1 | i | -0.16
CC(C)CCN1CCN(Cc2coc3ccccc3c2=O)CC1CCO (stereo not drawn) | i | 0.68
COc1cccc(/C=N/NC(=O)CN2CC(c3ccccc3)CC2=O)c1OC (stereo not drawn) | i | -1.19
O=C(CCCN1C(=O)c2ccccc2C1=O)NCCN1C(=O)S/C(=C\c2cccs2)C1=O | i | -0.07
COc1cccc(Sc2ccccc2CN(C)C)c1 | i | 0.78
CCOC(=O)C1CCN(C(=O)c2cc(OCC)c(OCC)c(OCC)c2)CC1 | i | 0.5
CC(C)(C)C(=O)COC(=O)c1cc(-c2cccnc2)nc2ccccc12 | i | 0.24
N#Cc1cc(NC(=O)c2ccc(F)cc2)c(=O)n2c1[nH]c1ccccc12 | i | -0.05

Compounds as they come; 1.8% or so of the library scored in one or more.
